APJ agonist = APJ receptor agonism; CHO-K1 APJ PathHunter beta-arrestin, luminescence; 0% DMSO wells, 100% apelin; 330,000 tested, 0.11% active; activation, % at 20 µM; AID 2520;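 active = activation more than six SD over the plate average, tested at 20 µM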;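 note: 0% = DMSO alone and 100% = apelin-13 at 10 nM; some results filed as inactive read as strong as hits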
Target sequence (P35414 whole entry, looked up): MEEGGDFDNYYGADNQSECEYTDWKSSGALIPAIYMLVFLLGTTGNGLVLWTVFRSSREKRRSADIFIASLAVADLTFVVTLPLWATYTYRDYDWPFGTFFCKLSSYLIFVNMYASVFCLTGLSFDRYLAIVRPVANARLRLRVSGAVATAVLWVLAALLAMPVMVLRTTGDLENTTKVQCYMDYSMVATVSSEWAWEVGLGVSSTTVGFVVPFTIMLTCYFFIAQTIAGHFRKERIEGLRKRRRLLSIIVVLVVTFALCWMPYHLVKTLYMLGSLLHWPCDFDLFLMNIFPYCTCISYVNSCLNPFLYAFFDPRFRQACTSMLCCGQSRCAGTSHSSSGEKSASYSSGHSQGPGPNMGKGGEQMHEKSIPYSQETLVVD
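Material: engineered CHO-K1 APJ arrestin reporter cells; amount: 1000 CHO-K1 reporter cells seeded per well; incubation: compound stimulation 90 min at 25 °C, detection 60 min; signal: luminescent beta-gal fragment complementation, chemiluminescent substrate; read-out basis: APJ agonist activity; controls: DMSO-only wells as negative, 10 nM Apelin-13 as positive control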
GRIN3A LBD mod = NR3A (human) ligand-binding domain modulation | Tm shift relative to glycine control, % at 25 µM | NR3A LBD differential scanning fluorimetry, Tm shift; 0% = protein alone, 100% = glycine-bound protein | 340,000 tested, 2.5% active;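 active = melting temperature shift of at least 10% of the positive control shift, at one fixed dose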
TIM10 inh = inhibits growth of TIM10 yeast strain; AID 463195; inhibition, % at 10 µM; 330,000 tested, 1.4% active; S. cerevisiae TIM10 strain growth, BacTiter-Glo luminescence, 24 h;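 active = inhibition of 40% or more at the single tested concentration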;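 note: wild-type TIM10 isogenic control strain grown at permissive 25 °C; 0% = DMSO yeast wells and 100% = minimal medium wells without yeast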
MPTP inh = inhibitors of mitochondrial permeability transition pore; AID 602449; isolated mouse mitochondria, Ca2+ swelling absorbance, 30 min; 360,000 tested, 1.4% active; inhibition, % at 10 µM;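 active = inhibition of 50% or more, scaled per plate between neutral and stimulator controls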;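 note: 0% = DMSO wells given calcium and 100% = 1 mM EGTA wells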
APJ antag = APJ receptor antagonism; AID 2521; 330,000 tested, 0.32% active; P35414; CHO-K1 APJ beta-arrestin complementation, luminescence; inhibition, % at 20 µM;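 active = inhibition above about 40% at 20 µM, limit read from the data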;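 note: cells challenged with 10 nM apelin-13 agonist together with compound; plate controls were apelin-13 plus DMSO wells for no effect and DMSO wells lacking apelin-13 for full effect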
tim10-1 inh = growth inhibitors of tim10-1 mutant yeast | S. cerevisiae tim10-1 ts strain growth, BacTiter-Glo, 24 h | inhibition, % at 20 µM | AID 463190 | 330,000 tested, 2.2% active;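 active = inhibition of at least 40%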;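 note: mutant grown at 25 °C; 0% = DMSO wells with yeast and 100% = wells holding no yeast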
tim23-1 inh = growth inhibitors of tim23-1 mutant yeast; inhibition, % at 20 µM; 330,000 tested, 1.3% active; S. cerevisiae tim23-1 growth, BacTiter-Glo luminescence, 24 h; AID 463212;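 active = growth inhibition of the mutant yeast at or above 50%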;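 note: temperature-sensitive mutant grown at 25 °C; plate controls were DMSO-treated mutant yeast for no effect and medium wells lacking yeast for full effect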
beta cell repl = induces beta-cell replication in MIN6 cells | MIN6 cells proliferation, ATPlite luminescence, 48 h; cells starved in 0.2% serum; 100% = growth in 10% serum | proliferation, % at 10 µM | 330,000 tested, 0.29% active | AID 2380;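 active = compounds whose signal lies at least 3.5 SD above the mean of all wells on their plate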;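 note: 0% = DMSO-treated cells in low-serum medium and 100% = 10% serum control; some compounds called inactive have numbers as strong as hits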
NLRP3 yeast inh = blocks the NALP3 inflammasome reconstituted in yeast. Yeast reconstituted NLRP3/ASC/caspase-1, beta-gal luminescence, 24 h. inhibition, % at 10 µM. 330,000 tested, 0.39% active;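 active = inhibition of 50% or more; inactive = inhibition below 50%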;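 note: plate controls were induced DMSO wells for no effect and uninduced yeast grown without galactose for full effect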
An asterisk follows results filed as active; x = no result given.

SMILES,APJ agonist,GRIN3A LBD mod,TIM10 inh,MPTP inh,APJ antag,tim10-1 inh,tim23-1 inh,beta cell repl,NLRP3 yeast inh
O=C(O)Cn1c(=O)c2cccn2c2ccccc21,-3,1,-14,0.1,-18,11,-7,-4,16
CC(=O)Oc1ccc2c(=O)c(Oc3ccccc3)coc2c1OC(C)=O,4,3,15,1.6,-24,-1,3,0,13
CCN1CCN(C(=O)c2cc3c(-c4ccc(Cl)cc4)nn(C)c3s2)CC1,-1,1,12,-1.0,12,35,9,-2,6
CCN(CC)S(=O)(=O)c1ccc(N2CCN(C)CC2)c(NC(=O)Nc2ccccc2F)c1,0,0,-10,1.2,11,6,10,-4,2
CC(=O)N1CCc2cc(S(=O)(=O)CCC(=O)NCc3ccc(C)o3)ccc21,-4,-1,-6,-2.3,9,5,2,2,1
Cc1c(/C=C/C(=O)c2ccc(C(C)C)cc2)cnn1C,1,0,24,-2.6,-4,37,35,-5,23
O=C(CSc1ccc(Cl)cc1)Nc1ccc(N2CCN(C(=O)c3ccco3)CC2)cc1,-2,1,12,-0.5,0,3,-2,1,21
COc1ccc(C(=O)NC(=O)Nc2ncccc2C)cc1,-5,1,4,0.5,3,3,3,-3,9
CC(C)(C)NC(=O)C1CCN(S(=O)(=O)c2cccc(C(F)(F)F)c2)CC1,-1,0,-2,0.1,6,20,16,-1,2
COc1cc(NC(=O)c2csc3c2CCCC3)ncn1,2,-1,15,0.1,9,10,15,1,44
COc1ccc(CC(NC(C)=O)C(=O)NC2CCN(C(=O)c3ccc(OC)c(OC)c3)CC2)cc1OC (stereo unspecified),-2,-2,-9,-0.5,29,10,-14,-3,23
CCN(CC)S(=O)(=O)c1ccc(Cl)c(C(=O)Oc2cccc(-c3cnc4ccccc4n3)c2)c1,0,-1,7,-1.2,5,16,14,-3,24
Cc1ccc(-n2c(SCC(=O)Nc3ccc4c(c3)OCO4)nnc2-c2ccoc2C)cc1,0,2,16,0.0,-1,13,7,0,-5
CCCOc1ccc(N2C(=O)CC(N(CCC)C(=O)CCC(=O)O)C2=O)cc1 (stereo unspecified),-1,-4,-4,0.1,12,-30,-9,0,32
COCCn1c(N)c(S(=O)(=O)c2cccs2)c2nc3ccccc3nc21,0,2,2,-0.4,17,6,12,-2,18
O=C(CC(C(=O)N1CCc2ccccc21)n1ccnc1)NCc1cccnc1 (stereo unspecified),-6,2,-13,-1.5,-13,13,12,1,9
COc1ccc(N(Cc2cc3ccccc3[nH]c2=O)C(=O)C2CCCO2)cc1 (stereo unspecified),-1,-8,-11,-1.8,22,7,5,0,8
CCCCCC(=O)NNC(=S)NC(=O)c1ccccc1[N+](=O)[O-],-8,1,18,-0.4,5,43*,7,-3,6
O=C(c1cc(Cl)ccc1O)N1CCN(S(=O)(=O)Cc2ccccc2)CC1,-2,5,17,-2.6,-6,15,19,-1,15
CN(C)c1cc(-c2ccc(Cl)cc2)oc(=O)c1Cl,1,1,-3,1.4,-23,36,48,-3,34
C/C(=N/NS(=O)(=O)c1ccc(F)cc1)c1ccncc1,-1,1,7,1.2,-3,12,7,-6,2
C/C(=N\NC(=O)c1c(C)nc2ccccn12)c1ccc(N2CCOCC2)cc1,-3,-17,5,-0.7,-6,10,10,-1,13
CCCOc1ccc(C(=O)CCN2CCCCC2)cc1,-4,-1,10,-5.2,8,24,44,-5,5
CCc1ccc(NC(=O)CSc2nc3c(c(=O)n(C)c(=O)n3C)n2C)cc1,-3,-3,10,-0.6,16,26,28,1,14
CCc1c(C)c(C#N)c2nc3ccccc3n2c1NCC1CCCO1 (stereo unspecified),-6,3,32,1.0,-10,30,39,3,-13
CCN(CC(=O)Nc1c(F)cccc1F)C(=O)c1ccc(N2C(=O)c3ccccc3C2=O)cc1,-6,0,3,0.0,7,15,18,1,17
CS(=O)(=O)N1CCN(c2ccccc2NC(=O)c2ccc(-c3ccc(Cl)cc3Cl)o2)CC1,-2,-3,15,0.2,5,15,-3,-1,23
O=C(CNC(=O)c1cc2c(s1)CCC2)Nc1ccccc1Br,-3,0,2,2.5,17,4,5,0,6
COc1cccc(NC(=O)N[C@@H](Cc2ccccc2)C(=O)O)c1,-2,1,0,0.9,16,15,-1,-3,-4
CC(C)C(=O)N1CCC(n2nccc2NC(=O)CCOc2ccccc2)CC1,-1,-1,1,1.1,20,-3,-3,-2,1
N/C(=N\NC(=O)c1cccc(F)c1)c1cc2ccccc2oc1=O,-3,-1,4,0.4,4,-30,-7,0,-2
Fc1cccc(Nc2nc3ccccc3n3nnnc23)c1,-1,2,0,1.4,-39,9,3,13*,-3
Cc1ccc(Nc2ncc(C(=O)NCCCN3CCN(C)CC3)c3ccccc23)cc1Cl,-3,-1,-1,-4.5,-8,4,7,-3,-2
CC1Cc2ccccc2N1C1=NS(=O)(=O)c2ccccc21 (stereo unspecified),8,-1,42*,1.4,-6,28,31,-4,0
C=CCn1c(-c2ccccc2)ccc(C#N)c1=O,0,4,-1,3.1,-6,-8,15,3,12
Cc1ccc(C(=O)Nc2c(C(=O)N3CCOCC3)cnn2-c2ccccc2)cc1,-3,0,1,-0.7,5,-2,5,-3,-2
CN(c1ccccc1)c1ccc(/C=c2\s/c(=C(/C#N)C(=O)C(C)(C)C)n(Cc3ccco3)c2=O)cc1,-1,x,15,x,23,6,17,-3,28
O=C1OC(=O)c2cc([N+](=O)[O-])ccc21,1,2,11,0.1,-27,-7,-7,3,-9
Cc1ccc2cc(CN(Cc3ccc(F)cc3)Cc3nnnn3C3CCCC3)c(=O)[nH]c2c1,4,-7,22,4.2,-2,-3,38,-3,15
CC(C)(C)c1ccc(NC(=O)CN2C(=O)NC(C)(C3CC3)C2=O)cc1 (stereo unspecified),-4,1,-3,-0.4,-7,-6,-18,-1,16
CC(C)c1ccc(NC2CCCN(C(=O)c3ccc4nccnc4c3)C2)cc1 (stereo unspecified),-4,-3,3,-0.4,4,28,18,-3,4
Cc1cc(C)n(C(=O)c2sc3cc(F)ccc3c2Cl)n1,1,x,7,x,10,11,15,0,1
O=c1nc(N2CCCC2)nc(N2CCCC2)[nH]1,2,-1,-3,0.4,3,-14,-11,-4,3
Cc1ncc(CN2CCN(CCC(C)C)C(CCO)C2)s1 (stereo unspecified),4,-1,-6,1.2,3,5,0,-4,15
CCOC(=O)c1c(NC(=O)COC(=O)CCCOc2ccc(OC)cc2)sc(C(=O)NC)c1C,2,4,14,0.3,6,16,32,3,36
Cc1noc(C)c1CC(=O)NC1CC(C)(C)Cc2c1cnn2-c1ccccc1 (stereo unspecified),-6,-2,1,-1.3,11,11,4,-2,17
COc1ccc(OC)c(/C=N\NC(=O)CC(=O)NCCc2ccccc2)c1,1,0,6,-4.1,5,-2,14,1,27
CCCc1cc(-c2nc(-c3ccc(C)cc3)cs2)ccn1,2,-8,28,5.6,8,42*,40,-4,-1
COc1ccc2c(c1)Cc1sc(NC(=O)c3cccnc3)nc1-2,-1,5,20,0.2,17,13,4,4,18
COc1ccc(C(C(=O)NC2CCCC2)N(C(=O)c2snc(-c3ccc(F)cc3)c2N)c2ccc(F)cc2)cc1 (stereo unspecified),-3,-4,4,3.6,8,11,-13,-6,23
COc1cccc(CNC(=S)Nc2cccc(Cl)c2C)c1,-1,-4,10,2.4,-11,14,41,-4,25
CCN(CC)c1ccc2cc(C(C)=O)c(=O)oc2c1,0,-1,10,0.6,2,22,9,1,41
COc1cccc(N/C(SC)=C(/C#N)C(N)=O)c1,-1,-3,14,4.0,0,32,32,-1,7
COc1cccc(Oc2coc3c(CN4CCOCC4)c(O)ccc3c2=O)c1,-2,0,-8,5.0,17,-7,13,-3,7
CCC(=O)Nc1ccc(N2CCOCC2)c(S(=O)(=O)Nc2ccc(OC)cc2)c1,0,0,11,7.3,-9,11,1,1,11
Cc1cc(NC(=O)C2CC(c3ccc(F)cc3)=NO2)n(-c2ccccc2)n1 (stereo unspecified),-4,0,10,-1.8,3,16,22,-3,2
CCN(CC(=O)NC1CCS(=O)(=O)C1)S(=O)(=O)c1cc(C)ccc1C (stereo unspecified),-3,0,-3,-1.6,8,3,12,5,-3
COc1ccc(C(=O)Nc2nc3ccccc3s2)c(OC)c1,-2,0,20,0.2,6,33,63*,-4,37
COc1ccc(C(=O)NNC(=O)CSc2nnc(COc3ccc4ccccc4c3)n2C)cc1,-5,2,-6,-1.3,-4,15,4,-3,4
Cc1cc2c(cc1S(=O)(=O)NCc1ccccc1Cl)OCCN2C,-4,0,17,-0.3,1,34,40,1,2

The listing continues:
SMILES,APJ agonist,GRIN3A LBD mod,TIM10 inh,MPTP inh,APJ antag,tim10-1 inh,tim23-1 inh,beta cell repl,NLRP3 yeast inh
Cc1csc2ncc(C(=O)NCc3ccc4c(c3)OCO4)c(=O)n12,0,2,3,x,13,32,22,2,0
COC(=O)c1cc(S(=O)(=O)N(C)C2CCCCC2)cn1C,1,1,10,3.0,19,9,12,-1,-3
CCN(CC)S(=O)(=O)c1ccc(NC2c3ccccc3C(=O)N2Cc2ccc3c(c2)OCO3)cc1 (stereo unspecified),-5,-33,7,0.8,4,13,13,0,1
O=C1c2ccccc2C(=O)N1c1cccc(-c2nc3ccccc3o2)c1,-2,1,18,-1.4,3,4,-1,-4,9
COC(=O)CN1C(=O)C(O)(CC(=O)c2ccc(C)cc2)c2cc(Br)ccc21 (stereo unspecified),1,0,14,-0.5,0,18,19,-1,3
COCCNC(C)C(=O)Nc1ccc(Br)cc1 (stereo unspecified),1,-2,-8,1.3,-12,0,11,-2,15
COc1ccc(NC(=O)CN(c2ccccc2)S(=O)(=O)c2ccccc2)c(OC)c1,-1,-1,-2,2.7,7,-12,22,1,3
COc1ccc(NS(=O)(=O)c2ccc(Cl)c(NC(=O)c3ccccc3F)c2)cc1,-1,-2,7,1.2,11,22,40,-6,18
O=C(/C=C/c1ccc2c(c1)OCCCO2)c1ccc2ccccc2c1O,-5,32*,10,2.3,9,20,11,-6,21
COc1ccc(N2C(=O)C3C(C2=O)C3(c2ccccc2)c2ccccc2)cc1 (stereo unspecified),-4,4,-12,6.2,6,19,22,-3,7
N#CC1=C(N)N2C(=C(C#N)C13CCN(Cc1ccccc1)CC3)Nc1ccccc12,0,-1,-22,-1.5,10,4,3,-4,-14
CCN(CC(=O)NC1CCS(=O)(=O)C1)C(=O)C(c1ccccc1)c1ccccc1 (stereo unspecified),-3,-1,2,0.3,10,18,-8,0,3
Cc1ncc(CN2CCC(C(=O)Nc3cccc(-c4cscn4)c3)CC2)cn1,4,2,7,0.1,1,3,9,2,6
Cc1ccc(-c2cc(-c3ccc(C)o3)nc(N)c2C#N)cc1,-6,-3,7,-2.0,30,21,23,-7,10
CCOC(=O)C1=C(N)Oc2cc(O)ccc2C1c1ccc(F)cc1F (stereo unspecified),2,-2,23,2.7,3,12,56*,-4,11

Ordered by the number under APJ antag (rising): some entries from above.
compound,APJ antag
COC(=O)CN1C(=O)C(O)(CC(=O)c2ccc(C)cc2)c2cc(Br)ccc21 (stereo unspecified),0
CCOC(=O)C1=C(N)Oc2cc(O)ccc2C1c1ccc(F)cc1F (stereo unspecified),3
CCN(CC(=O)NC1CCS(=O)(=O)C1)C(=O)C(c1ccccc1)c1ccccc1 (stereo unspecified),10

Screening results deposited in PubChem BioAssay by Sanford-Burnham Center for Chemical Genomics.
